Source: PubChem
HADH2 inhib: inhibitors of human HADH2 dehydrogenase | Q99714 | recombinant HADH2, NADH fluorescence, beta-hydroxybutyryl-CoA | Potency, µM (titrated, usually from 57.1 µM), inactives show at the highest dose activity change, negative = inhibition, most hits filed as inhibitors | 73,000 tested, 3.4% active | AID 886; note: potency is the fitted concentration of half-maximal effect; % is set by controls: 0 for no effect and ±100 for the full control effect; nearly all actives have a fitted effect of over 60% in size; many of its hits are not listed in these tables
Target sequence (Q99714 whole entry, looked up, one chain of several): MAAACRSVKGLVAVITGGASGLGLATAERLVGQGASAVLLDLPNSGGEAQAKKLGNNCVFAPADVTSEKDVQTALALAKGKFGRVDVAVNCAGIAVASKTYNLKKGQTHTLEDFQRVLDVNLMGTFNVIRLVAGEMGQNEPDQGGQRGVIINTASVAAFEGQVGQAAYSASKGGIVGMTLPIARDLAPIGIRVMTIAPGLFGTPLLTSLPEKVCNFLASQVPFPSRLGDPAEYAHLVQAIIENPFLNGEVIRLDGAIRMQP
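Activity measured as NADH fluorescence gain (360/450 nm), taken as the change between first and last reads of a 4-min kinetic run. Conditions: pH 9.0 Tris buffer, 20 nM E. coli-expressed His-tagged enzyme, 1 mM NAD+, 90 uM beta-hydroxybutyryl-CoA; 15-min compound preincubation.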
Hsp90 Hop PPI: changes Hsp90-Hop TPR2A binding signal, up or down | AlphaScreen TPR2A-His6 binding biotin-Hsp90 C-terminal peptide | Potency, µM (series often up to 57 µM), inactives show at the top dose activity change, negative = inhibition | 71,000 tested, 0.44% active; active = well fitted curve in either direction with a large enough effect; inconclusive = small, poorly fitted or top-dose-only effect, or another doubt; note: potency is the fitted concentration of half-maximal effect; % is set by controls: 0 for no effect and ±100 for the full control effect; many of its hits are not listed in these tables
CRE Fsk mod: modulators of forskolin-stimulated CRE signaling in CHO cells. CHO CRE-bla reporter (cAMP response element driving beta-lactamase), forskolin EC10, beta-lactamase ratio. Potency, µM (top dose mostly 38.2 µM), without a hit: at the highest dose activity change, negative = inhibition, hits mostly activators. 71,000 tested, 2.5% active; active = well fitted activation curve with a large enough effect in the signal ratio, with a control signal flat, not every such curve was filed as active; inconclusive = small, poorly fitted or top-dose-only effect, or effect the other way, or a change in a side signal; the % refers to the signal ratio; note: potency is the fitted concentration of half-maximal effect; % of control where 0% means no effect
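Reporter-gene assay: CHO cells with beta-lactamase behind cAMP responsive elements, co-treated with compound and EC10 NKH 477 for 3 hours at 37 degrees Celsius. Activity came from the 460/530 nm CCF4 emission ratio.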
ERK AVP inh: vasopressin-driven ERK pathway inhibition; AID 995; HEK293-V1b, vasopressin-stimulated pERK AlphaScreen; Potency, µM (highest dose often 57.5 µM), for inactives: at the top dose activity, negative = inhibition, most hits filed as inhibitors; 72,000 tested, 0.99% active; note: potency is the fitted concentration of half-maximal effect; % is set by controls: 0 for no effect and ±100 for the full control effect; nearly all actives have a fitted effect of over 55% in size
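HEK293 cells stably expressing V1b receptor, preincubated 30 min at 37 °C with compound, then stimulated 5 min with 25 nM vasopressin. Phospho-ERK by AlphaScreen SureFire after 5 h RT; normalized to DMSO and vasopressin; AC50 by Hill fit.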
GFP derepression: derepresses silenced GFP locus in mouse C127i cells. mouse C127i GFP locus derepression, cytometry, 30 h. Potency, µM (doses to about 46.1 µM), without a hit: at the top dose GFP derepression (activation). 68,000 tested, 0.09% active. AID 597; note: % of control where 0% means no effect
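Read-out is the number of GFP-positive cells, scored as fluorescent objects 20 to 120 um wide, reflecting derepression of a silenced CMV-GFP reporter in murine C127i cells after 30 h compound exposure at 37 C.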
FLuc inh: firefly luciferase inhibition; P08659; purified firefly luciferase, luminescence, 8 min; Potency, µM (titrated, usually from 57.1 µM), inactives show at the highest dose activity change, negative = inhibition, most hits filed as inhibitors; 72,000 tested, 2.2% active; note: potency is the fitted concentration of half-maximal effect; % is set by controls: 0 for no effect and ±100 for the full control effect; nearly all actives have a fitted effect of over 40% in size
Target sequence (P08659 whole entry, looked up): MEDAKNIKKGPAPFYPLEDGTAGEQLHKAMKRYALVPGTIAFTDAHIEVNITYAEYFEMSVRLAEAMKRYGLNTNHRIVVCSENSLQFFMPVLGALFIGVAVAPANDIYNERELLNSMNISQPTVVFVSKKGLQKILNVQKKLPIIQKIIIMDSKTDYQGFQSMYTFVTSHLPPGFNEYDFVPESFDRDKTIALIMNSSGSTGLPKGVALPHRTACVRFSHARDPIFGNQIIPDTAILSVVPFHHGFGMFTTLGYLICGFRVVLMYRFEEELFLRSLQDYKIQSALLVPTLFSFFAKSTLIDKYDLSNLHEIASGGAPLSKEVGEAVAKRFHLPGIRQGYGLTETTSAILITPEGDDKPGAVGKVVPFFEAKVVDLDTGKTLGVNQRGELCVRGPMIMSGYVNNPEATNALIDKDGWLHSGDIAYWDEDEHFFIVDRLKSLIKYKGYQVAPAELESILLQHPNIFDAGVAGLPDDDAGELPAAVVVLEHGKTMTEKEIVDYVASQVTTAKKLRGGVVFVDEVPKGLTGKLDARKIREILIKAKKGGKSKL
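qHTS concentration-response profiling: light output of P. pyralis luciferase with luciferin and 10 uM ATP, imidazole buffer pH 7.2. Read by luminescence after 8-min room-temperature incubation.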
Ub-GFP proteasome: inhibits proteasome, raising ubiquitin-GFP reporter fluorescence; Potency, µM (top dose mostly 45.9 µM), for the others: top-dose activation (GFP accumulation), usual class: activators; Ubiquitin-GFP reporter cells, proteasome inhibition, GFP fluorescence; response scale: untreated = 0%, 10 µM MG-132 = 100%; 67,000 tested, under 10 active; AID 526; active = well fitted activation curve with a large enough effect, not every such curve was filed as active; inconclusive = small, poorly fitted or top-dose-only effect, or another doubt; inactive = no such curve, though single readings can be large or run the other way; note: potency is the fitted concentration of half-maximal effect
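GFP accumulation read-out: laser plate cytometry counting ubiquitin(G76V)-GFP-expressing U2OS cells after 4 hr compound exposure at 37 °C. Titrations spanned 46 uM to 2.9 nM; 0% = basal, 100% = 10 uM MG-132; concentration-response curves fitted.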
ALOX15 inhib: inhibitors of human 15-lipoxygenase (ALOX15); 74,000 tested, 1.4% active; purified 15hLO-1, xylenol orange hydroperoxide absorbance; Potency, µM (series often up to 57.1 µM), without a hit: top-dose activity change, negative = inhibition, actives largely listed as inhibitors; P16050; note: potency is the fitted concentration of half-maximal effect; % is set by controls: 0 for no effect and ±100 for the full control effect; nearly all actives have a fitted effect of over 55% in size
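Purified human 15hLO-1 (40 nM final) in 25 mM Hepes pH 7.5, 0.01% Triton X-100 was preincubated with compound 15 min at room temperature, then reacted 6 min with 50 uM arachidonic acid; hydroperoxide detected by Fe-XO, 573/405 nm absorbance ratio.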
HBB splicing: hemoglobin beta splicing modulation | Potency, µM (highest dose often 46.1 µM), without a hit: top-dose activation, actives largely listed as activators | HBB splicing reporter cell assay, activation; EGFP reporter with mutant IVS2-654 intron; response scale: normalised to 500 nM splice-correcting PNA | 65,000 tested, 0.06% active; note: potency is the fitted concentration of half-maximal effect; 0% is about no effect
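HeLa cells stably expressing EGFP interrupted by mutant beta-globin intron 2 (IVS2-654), 500/well in 2% FCS. Treated with compound for 2 days at 37C. Splicing correction scored as total well GFP intensity (488 nm excitation, 500-520 nm emission); 500 nM antisense PNA served as control.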
DNA Pol III inh: inhibitors of bacterial DNA polymerase III holoenzyme. AID 603. Potency, µM (series often up to 57.1 µM), for the others: top-dose activity change, negative = inhibition. reconstituted DNA polymerase III holoenzyme replication, biochemical. 71,000 tested, 0.25% active; note: potency is the fitted concentration of half-maximal effect; % is set by controls: 0 for no effect and ±100 for the full control effect
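Reconstituted *E. coli* holoenzyme (0.35 nM Pol III, 1 nM beta, 154 nM SSB, 2 nM primase) was preincubated with compound for 15 min at RT. Synthesis on 1.4 nM ssM13Gori ran 35 min, then was stopped with PicoGreen/EDTA and read as dsDNA fluorescence.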
Tau filament bind: binders of human tau filaments; P10636; recombinant tau filaments, thioflavin S fluorescence, 15 h; filaments grown with octadecylsulfate alongside compound; Potency, µM (top dose mostly 57.1 µM), for the others: at the highest dose activity change, negative = inhibition; 71,000 tested, 2% active; AID 596;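 note: potency is the fitted concentration of half-maximal effect; % is set by controls: 0 for no effect and ±100 for the full control effect; actives lower thioflavin S fluorescence by blocking filaments or displacing dye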
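His-tagged recombinant human tau (exons 2, 3, 10; 1 uM final) fibrillized with 30 uM sodium octadecylsulfate, 15 h at 37 C, in pH 7.4 HEPES buffer with 10 uM thioflavine S and 5 mM DTT. Reduced ThS fluorescence (450/510 nm) marks activity.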
* = called active by the depositor; ? = inconclusive; / = no result given; [ ] = remark or other dose. Unless noted, calls come from the whole dose curve; as a rule, active = well fitted curve in the direction sought with a large enough effect; inconclusive = small, poorly fitted or top-dose-only effect, or another doubt; inactive = no such curve, though single readings can be large; an effect the other way counts as inactive or inconclusive.

SMILES	HADH2 inhib	Hsp90 Hop PPI	CRE Fsk mod	ERK AVP inh	GFP derepression	FLuc inh	Ub-GFP proteasome	ALOX15 inhib	HBB splicing	DNA Pol III inh	Tau filament bind
CN1C(=O)c2ccc(C(=O)NC3CCCCC3)cc2C1=O	-5%	-5%	0%	-12%	0%	1%	14%	3%	-0.9%	5%	5%
CC1CCCCN1S(=O)(=O)c1ccc(NC(=O)c2cccs2)cc1 (centres undefined)	-11%	6%	18%	?	-2%	-2%	4%	-20%	0.7%	-3%	8%
CCn1c(=O)c2cc(C(=O)NCCN3CCOCC3)sc2c2ccccc21	-2%	-4%[2.3 µM]	?	?	/	2%	7%	1%	-0.3%	-9%	20%
Cc1ccc(NCN2C(=O)C3C4C=CC(C4)C3C2=O)cc1 (centres undefined)	-3%[11.4 µM]	-3%[11 µM]	?	-1%	-3%	-1%	17%[9.17 µM]	4%[11.4 µM]	-2.1%[0.0738 µM]	-5%[11.4 µM]	13%[11.4 µM]
Cc1ccc(-n2ncc3c(=O)[nH]c(SCC(=O)N4CCOCC4)nc32)cc1	9%	-1%	19%	10%	-1%	1%	-7%	8%	-2.1%	-8%	4%
O=C(CCSc1ccc(F)cc1)Nc1ccc(-n2cnnn2)cc1	16%	2%	?	-28%	0%	-10%	1%	5%	1.2%	-3%	17%
Cc1ccc(NC2c3ncccc3C(=O)N2C2CCCCC2)cc1 (centres undefined)	6%	-12%	?	-8%	3%	1%	22%	-7%	1.3%	-8%	?
CC1(C)CC(=O)C2=C(C1)OC(/N=C/N1CCOCC1)=C(C#N)C2c1ccccc1 (centres undefined)	4%	-1%	?	2%	0%	2%	10%	5%	0.5%	-5%	-4%
COc1ccc2c(C)cc(C)nc2n1	7%[11.4 µM]	1%[11 µM]	-1%[7.6 µM]	2%[11.5 µM]	2%[9.22 µM]	1%[11.4 µM]	-1%[9.17 µM]	1%[11.4 µM]	2.2%[9.22 µM]	-2%[11.4 µM]	-8%[11.4 µM]
Cc1ccc(-c2c3c(=O)n(C)c(=O)n(C)c3cn2-c2ccccc2O)cc1	4%	-6%	6%	2%	0%	1%	-3%	-5%	/	-1%	-4%
Cc1nc(Nc2nc(=O)c3ccccc3n2C)nc2c(C)cccc12	3%	1%	0%	22%	2%	2%	0%	-5%	/	-5%	-16%
COC(=O)c1cccc(OC(N)=O)c1	-4%[11.4 µM]	-5%[11 µM]	-15%[7.6 µM]	-10%	-3%	0%	-5%[9.17 µM]	-6%[11.4 µM]	-2.1%[0.0738 µM]	-11%[11.4 µM]	4%[11.4 µM]
Cc1ccc2cc(C(c3nnnn3C(C)(C)C)N3CCCC3)c(=O)[nH]c2c1C (centres undefined)	1%	0%	-1%	-20%	4%	1%	-4%	2%	-0.2%[57.5 µM]	-10%	-3%
O=C(c1ccco1)N1CCC[C@@]2(CCN(c3cccc(-c4ccccc4)c3)C2)C1	-3%	?	-9%	2%	5%[9.22 µM]	0%[11.4 µM]	1%	?	-0.1%	4%	-21%
CC(=O)Nc1cc(C(=O)c2ccccc2)ccc1N1CCOCC1	-4%	-1%	-4%	0%	4%	3%	-5%	-2%	0.4%	-1%	0%
C=CCN(C(=O)CNS(=O)(=O)c1ccccc1)C(C(=O)NCCOC)c1ccncc1 (centres undefined)	9%	0%	1%	15%	-1%	6%	-5%	5%	/	0%	10%
O=C(COc1ccccc1Cl)Nc1ccc2c(c1)OCCO2	-6%	7%	-3%	-29%	2%	10µM*	12%	-17%	-1.2%	3%	10%
CCCCC[C@H](O)/C=C\[C@H]1[C@H](C/C=C\CCCC(=O)O)[C@@H](O)C[C@H]1O (tested in a mixture with another compound)	2%[25.6 µM]	-1%[26 µM]	?	?	3%[20.6 µM]	-1%[25.5 µM]	-2%[20.5 µM]	13%[25.6 µM]	-1.1%[20.6 µM]	-4%[25.6 µM]	10%[25.6 µM]
Cc1cccc(C2CC(c3ccccc3)Nc3nc(N)nn32)c1 (centres undefined)	6%	-5%[2.3 µM]	13%	-2%	/	0%	9%	-12%	0.8%	1%	-3%
COc1cc(S(=O)(=O)N(Cc2ccco2)C2CCCC2)ccc1-n1cnnn1	12%	-1%	10%	?	5%	0%	-4%	-4%	/	2%	15%
COc1ccc(-c2nc(C#N)c(NCCc3ccccc3)o2)cc1OC	114%[activator]	-8%	?	16µM*	3%	13µM*	4%	-14%	4.5%[0.369 µM]	-3%	52%
COc1ccc(O[C@H]2C=C[C@@H](c3ccccc3)O[C@H]2CO/N=C2/c3cc(OC)ccc3O[C@@H](c3cccc(OC)c3)[C@H]2O)cc1	-6%[11.4 µM]	/	/	-8%[11.5 µM]	/	0%[11.4 µM]	/	0%[11.4 µM]	0.6%[9.22 µM]	/	/
C[C@@]12CC[C@@H]3c4ccc(O)cc4CC[C@H]3[C@H]1C[C@@H](O)[C@H]2O	-15%[25.6 µM]	-2%[26 µM]	-8%[17.1 µM]	27%[25.7 µM]	6%[20.6 µM]	1%[25.5 µM]	-12%[20.5 µM]	7%[25.6 µM]	-0.9%[20.6 µM]	-6%[25.6 µM]	1%[25.6 µM]
Cc1c(N(C)C)nc2ccccc2c1N	2%	-3%	-6%	-6%	0%	-1%	0%	-9%	0.1%[1.84 µM]	-1%	7%
Cc1oc(-c2cccc(Cl)c2)nc1CN1CCCC(C(=O)NCc2ccco2)C1 (centres undefined)	-2%	-1%	-24%	1%	-2%	6%	1%	-2%	0.3%	-4%	29%

Continued; it opens with the 2 that closed the last part.
SMILES	HADH2 inhib	Hsp90 Hop PPI	CRE Fsk mod	ERK AVP inh	GFP derepression	FLuc inh	Ub-GFP proteasome	ALOX15 inhib	HBB splicing	DNA Pol III inh	Tau filament bind
Cc1c(N(C)C)nc2ccccc2c1N	2%	-3%	-6%	-6%	0%	-1%	0%	-9%	0.1%[1.84 µM]	-1%	7%
Cc1oc(-c2cccc(Cl)c2)nc1CN1CCCC(C(=O)NCc2ccco2)C1 (centres undefined)	-2%	-1%	-24%	1%	-2%	6%	1%	-2%	0.3%	-4%	29%
Cc1nc2ccc(S(=O)(=O)NCC(=O)N3CCN(c4ccccn4)CC3)cc2s1	0%	-5%	6%	-10%	2%	1%	-3%	-1%	-1.4%	-2%	-5%
COc1cccc(-c2nnc(SCc3nc4ccccc4[nH]3)n2N)c1	-3%	-2%	?	?	1%	2%	6%	12%	-1.2%	-10%	3%
CSc1nc(=NC(C)=O)ss1	5%	-3%	7%	3%	7%	0%	-6%	-8%	-1.7%	-4%	-16%
COC(=O)c1cn(-c2ccccc2)nc1-c1cccnc1	12%	0%	?	?	-2%	2%	8%	-4%	1.7%	-7%	6%
Cc1nnc(NCc2ccco2)c2ccccc12	5%	2%	-5%	19%	0%	0%	1%	5%	-0.2%[57.5 µM]	-9%	-6%
COc1ccc(CN2C(=O)NC3(CCCCCC3)C2=O)cc1F	3%	2%	18%	31%[activator]	0%	2%	4%	2%	5.7%[1.84 µM]	5%	-12%
O=[n+]1c2c(n([O-])c3cc(Br)ccc31)CCC2	?	-6%	?	-6%	5%	1%	7%	-2%	-0.3%	1%	25µM*
CC(C)=CC(=O)Nc1ccc(Br)cc1	0%	1%	2%	-14%	-4%	20µM*	12%	-4%	0.5%	1%	-4%
O=C(Nc1ccccc1)Nc1ccccc1C(=O)NCc1ccco1	5%	-5%	-17%	?	-3%	?	-6%	0%	-0.9%	-2%	-5%

Quoted at random: two compounds from above, in no set order.
SMILES	HADH2 inhib	Hsp90 Hop PPI	CRE Fsk mod	ERK AVP inh	GFP derepression	FLuc inh	Ub-GFP proteasome	ALOX15 inhib	HBB splicing	DNA Pol III inh	Tau filament bind
Cc1nc2ccc(S(=O)(=O)NCC(=O)N3CCN(c4ccccn4)CC3)cc2s1	0%	-5%	6%	-10%	2%	1%	-3%	-1%	-1.4%	-2%	-5%
COc1ccc(CN2C(=O)NC3(CCCCCC3)C2=O)cc1F	3%	2%	18%	31%[activator]	0%	2%	4%	2%	5.7%[1.84 µM]	5%	-12%

This is a subset; count on the stated rates, not on these rows.
